RmlC RmlD mix: RmlC/RmlD inhibition, mixture screen | RmlC/RmlD coupled enzyme inhibition, 384-well mixture HTS | inhibition, % at 5.5 µM | 110,000 compounds, 0.39% hits; in the data active = inhibition above about 30%, passing the limit was not always enough; inconclusive = no clear call, values can overlap the other calls; also: strong numbers were not always called active
RT RNaseH block: blocks HIV-1 RNase H cleavage of RNA/DNA duplex. AID 565. inhibition, % at 10 µM. 65,000 compounds, 1.9% hits. RT-RNase H RNA/DNA duplex cleavage, fluorescence. P04585; in the data active = inhibition above about 50%
An asterisk follows results filed as active; ? = inconclusive; nt = not tested or not shown. An excerpt; rates above refer to the full screens.

SMILES | RmlC RmlD mix | RT RNaseH block
O=C(CSc1nnnn1C1CCCC1)Nc1cccc(NC(=O)c2ccco2)c1 | -13 | -5
COc1cc(NC(=O)C2CCN(S(=O)(=O)c3cccc4nonc34)CC2)cc(OC)c1 | nt | -30
CC(C)CCNC(=O)C1CCC(=O)N1C(C)C (stereo unspecified) | 3 | nt
Cc1cccc(C)c1NC(=O)CCCSc1nnnn1C | -22 | -1
COCCn1c(Sc2nc(C)cs2)nc2c1c(=O)[nH]c(=O)n2C | -9 | -5
Cc1nnc(SCC(=O)Nc2sccc2C(N)=O)n1Cc1ccccc1 | -10 | -37
CC(=O)Nc1ccc(S(=O)(=O)Nc2cc(C)c(-n3nc4ccccc4n3)cc2O)cc1 | 4 | 13
COc1ccccc1NC(=O)C(CC(C)C)NC(=O)C1CCCCC1 (stereo unspecified) | -50 | nt
O=C(Nc1ccccc1)c1ccc(S(=O)(=O)N(CCO)CCO)cc1 | -12 | -6
CCOc1cc(/C=C(/C#N)C(=O)Nc2ccc(O)cc2)cc(Br)c1O | -9 | nt
CCOC(=O)C1=C(C)C(c2ccccc2OC)NC(=S)N1 (stereo unspecified) | 8 | nt
CCCCNc1c(N2CCN(C(=O)OCC)CC2)c(=O)c1=O | -10 | nt
Nc1nnc(Cc2ccccc2)s1 | -6 | nt
Cc1cc(=O)n(C)c(=O)n1CCCNc1ccccc1 | -3 | 2
COc1ccccc1NC(=O)C1=C(C)NC(SCC(=O)c2ccccc2)=C(C#N)C1c1ccco1 (stereo unspecified) | -9 | 29
CCOC(=O)C(C(=O)Nc1cccc(C)c1)C1CCCCC1 (stereo unspecified) | -1 | nt
Cc1ccc(Nc2nc(=O)[nH]nc2C)cc1 | 6 | nt
c1ccc2c(c1)NC1(CCCCC1)n1c-2nc2ccccc21 | -37 | -11
O=C(NCc1cccnc1)C1CC2c3ccccc3C1c1ccccc12 (stereo unspecified) | -9 | nt
Fc1ccc(-c2ccnc3nc(-n4cccc4)nn23)cc1 | -1 | nt
CCN(CC)S(=O)(=O)c1ccc(C(=O)NCCc2cc3c(OC)ccc(OC)c3[nH]c2=O)cc1 | nt | 3
CC(C)(C)N(NC(=O)Nc1ccc(Cl)c(Cl)c1)C(=O)c1ccccc1 | -17 | nt
N#Cc1cnn(-c2ncnc3sc4c(c23)CCCC4)c1N | 5 | nt
COc1cc(C2NC(=S)NC(c3ccccc3)=C2C(C)=O)cc(Cl)c1OCC(=O)O (stereo unspecified) | 6 | nt
CCOc1ccc(N(CC(=O)N2CC=C(c3ccccc3)CC2)S(=O)(=O)c2c(C)noc2C)cc1 | 7 | 4
CCCCCCOc1ccc(N2C(=O)CC(N3CCN(C(=O)c4ccco4)CC3)C2=O)cc1 (stereo unspecified) | nt | 6
Cc1ccc(S(=O)(=O)NCCN(CCNS(=O)(=O)c2ccc(C)cc2)S(C)(=O)=O)cc1 | 8 | -20
COc1cc(/C=N\n2cnnc2)ccc1OCC(=O)Nc1ccc(C)cc1 | 2 | nt
Nn1c(SCC(=O)NC2CCCC2)nnc1-c1ccccc1F | 6 | nt
CC(C)CC(NC(=O)OC(C)(C)C)C(=O)NCc1ccccc1 (stereo unspecified) | -1 | -2
O=C(Nc1ccc(Cn2cccn2)cc1)c1ccc(COc2ccccc2Br)cc1 | -15 | nt
O=C(Cn1cnc2ccccc2c1=O)NCCC(=O)N1CCN(Cc2ccccc2)CC1 | 7 | -15
O=C(OCCN1CCCCC1)c1ccccc1Cl | 1 | -1
CCN(C(=S)Nc1ccccc1F)C1CCCCC1 | -9 | nt
O=C1NC(=O)N(C2CCCCC2)C(=O)C1C1c2ccccc2C(=O)N1Cc1ccccc1 (stereo unspecified) | 9 | -2
CCCCOC(=O)C1=C(C)Nc2nnnn2C1c1ccc(OC)c(OC)c1OC (stereo unspecified) | -12 | -3

Whole records as entered above.
CCOc1ccc(N(CC(=O)N2CC=C(c3ccccc3)CC2)S(=O)(=O)c2c(C)noc2C)cc1 as listed: RmlC RmlD mix = 7; RT RNaseH block = 4
CCCCCCOc1ccc(N2C(=O)CC(N3CCN(C(=O)c4ccco4)CC3)C2=O)cc1 (stereo unspecified) as listed: RmlC RmlD mix = nt; RT RNaseH block = 6

Further records follow:
SMILES | RmlC RmlD mix | RT RNaseH block
COc1ccc2c(c1)N(C(=O)CN1C(=O)C3CCCCC3C1=O)C(C)(C)C=C2C (stereo unspecified) | 14 | nt
CC1CCN(S(=O)(=O)c2ccc(NC(=O)c3cccs3)cc2)CC1 | 11 | -3
CC(C)C(NC(=O)CC12CC3CC(CC(C3)C1)C2)C(=O)O (stereo unspecified) | nt | -3
CC1(C)C2CC[C@]3(C)C(CC=C4[C@@H]5C[C@@](C)(CO)[C@@H](O)C[C@]5(C(=O)O)CC[C@]43C)[C@@]2(C)CC[C@@H]1O (stereo partly specified) | -14 | nt
O=C(NCCC1=CCCCC1)C1CCCN(S(=O)(=O)c2ccccc2)C1 (stereo unspecified) | 10 | -4
CC1CCN(C(=O)/C(=C/c2ccccc2Cl)c2ccccc2)CC1 | -22 | nt
N#Cc1ccccc1Cn1cc(C#N)c2ccccc21 | -9 | nt
Nc1nnc(CC(c2ccccc2)c2ccccc2)s1 | 6 | nt
Cc1ccc(Cn2nnc(C(=O)Nc3cccc(C)c3C)c2N)cc1 | -3 | -15
O=C(CSc1nnc2scc(-c3ccccc3)n12)NCc1ccco1 | nt | -34
Cc1ccc(Oc2nc(-c3ccccc3)ncc2S(C)(=O)=O)cc1 | 8 | nt
O=C1c2ccccc2C(Nc2ccccc2)N1c1cccnc1 (stereo unspecified) | 8 | nt
COc1ccc(Br)c(C(=O)Nn2c(C)nc3ccccc3c2=O)c1 | ? | -1
O=C(Nc1nc(-c2cccs2)cs1)c1cccc(S(=O)(=O)N2CCCCCC2)c1 | -12 | 6
COc1ccc(N2CCN(C(=O)c3ccc4nc(N5CCCCC5)sc4c3)CC2)cc1 | -13 | 2
CC(C)n1c(NCc2cccs2)nc2ccccc21 | 8 | 9
Cc1nc2nc[nH]n2c(=O)c1NS(C)(=O)=O | -11 | -6
c1ccn2c(c1)nc1c2nc2ccccn21 | 56 | -20
CCCc1[nH]nc2c1C(c1ccccc1OC)C(C#N)=C(N)O2 (stereo unspecified) | 4 | -30
CSCCC(NC(=O)c1ccccc1)C(=O)NCc1ccco1 (stereo unspecified) | 5 | 0
COc1ccc(CCC(=O)Nc2nc3ccccc3[nH]2)cc1OC | 40 | nt
CCOc1ccc(S(=O)(=O)NCCC2=CCCCC2)c2ccccc12 | -4 | nt
COc1ccc2c(c1)O[C@@H](c1cccc(C(F)(F)F)c1)[C@H](OC(=O)Nc1ccc(OC(F)F)cc1)C2=O | -12 | nt
Cn1cc(S(=O)(=O)N2CCN(c3cccc(C(F)(F)F)c3)CC2)c(=O)n(C)c1=O | 8 | -6
CCc1c(C(=O)O)[nH]c2ccc(Br)cc12 | -12 | -7
Nc1ccc(S(=O)(=O)Nc2ccccn2)cc1 | -1 | -13
CCCCNc1cc(=O)n(C)c(=O)[nH]1 | -8 | -4
CCOC(=O)C(NC(=O)c1ccc(OC)cc1)(Nc1cc(C)on1)C(F)(F)F (stereo unspecified) | 3 | -3
CCCCSc1nnc(NC(=O)CCc2ccccc2)s1 | 1 | nt
O=S(=O)(Nc1ccc(-c2nc3cccnc3s2)cc1)c1cccs1 | 173 | -1
Cc1cccn2c(N)c(-c3ccccc3)nc12 | 12 | -13
O=C(NCCOc1ccccc1Cl)c1cc(F)c(F)cc1Cl | -11 | nt
CC(=O)c1c(C)nc2ccccn12 | nt | -2
COc1ccccc1NC(=O)Nc1ccnn1C1CCCCC1 | 7 | -9
O=C(CNC(=O)c1ccc(Br)o1)NCc1ccc2c(c1)OCO2 | 7 | nt
COc1ccc(Br)cc1S(=O)(=O)N1CC(C)OC(C)C1 (stereo unspecified) | -22 | -42
CCCn1c(=O)[nH]c(=O)c2c1nc(-c1ccc(OC(F)(F)C(F)C(F)(F)F)cc1)n2CCOC (stereo unspecified) | 6 | nt
Cc1ccc2cc(CN(CC3CCCO3)S(=O)(=O)c3c(C)ccc4nsnc34)c(=O)[nH]c2c1 (stereo unspecified) | 6 | 5
Cc1ccc(-c2nnn(CC(=O)NCCc3ccc4c(c3)OCO4)n2)o1 | -8 | -8
O=C(COc1ccc(S(=O)(=O)N2CCCCC2)cc1)N1CCCCCC1 | -13 | -10
CCOC(=O)c1c(C)n(COCCO)c2ccc(O)cc12 | -4 | 2
Cc1cccc(C2=NCC(=O)N(CC(=O)NCc3ccco3)c3sc4c(c32)CCCC4)c1 | 7 | 6
CCCCc1nc(N)c(C#N)c(-c2ccco2)c1CCC | 0 | nt
CCCC/C(=N\O)c1c[nH]c2ccccc12 | 11 | nt
O=C(CN1CCN(C(=O)c2ccco2)CC1)Nc1ccc2c(c1)OCO2 | 0 | nt
CCO[C@H]1OC(C(=O)N2CCOCC2)=C[C@@H](C2CC2)[C@@H]1CCCO | 7 | nt
CCOc1cc(NC(=O)c2ccco2)c(OCC)cc1NC(=O)CCc1ccc(OC)cc1 | nt | 23
CCCOc1ccc(C2C(C(=O)OC)=C(C)N=C3SCCC(=O)N32)cc1OCC (stereo unspecified) | 12 | -9

An excerpt of these results, with each value named:
CC1CCN(S(=O)(=O)c2ccc(NC(=O)c3cccs3)cc2)CC1
  RmlC RmlD mix: 11	RT RNaseH block: -3

CCOC(=O)C(C(=O)Nc1cccc(C)c1)C1CCCCC1 (stereo unspecified)
  RmlC RmlD mix: -1	RT RNaseH block: nt

COc1ccc(CCC(=O)Nc2nc3ccccc3[nH]2)cc1OC
  RmlC RmlD mix: 40	RT RNaseH block: nt

N#Cc1ccccc1Cn1cc(C#N)c2ccccc21
  RmlC RmlD mix: -9	RT RNaseH block: nt

(continued)
SMILES | RmlC RmlD mix | RT RNaseH block
N#Cc1cc2c(=O)n3ccccc3nc2n(CCN2CCOCC2)c1=O | nt | -14
CCc1c(C)sc(NC(=O)Cn2nc(C(F)(F)F)c3c2CCCC3)c1C#N | 11 | nt
CCCN(CCC)CCSc1nc(O)c(C(C)C)c(=O)[nH]1 | 21 | 2
CCOC(=O)c1cnc(SCC(=O)N2CCc3ccccc32)nc1N | 9 | -1
Cc1ccc(-n2nc3cc(C)c(N)cc3n2)cc1 | -39 | nt
Cc1cccc(N(CC(N)=O)C2SC(=O)NC2=O)c1 (stereo unspecified) | 7 | nt
Cc1c(C(=O)O)[nH]c2c1C(=O)CC(c1ccc(Cl)cc1)C2 (stereo unspecified) | -13 | -7
CN(CC(=O)Nc1ccc(F)c(Cl)c1)S(=O)(=O)c1cccc2nsnc12 | 52 | -14
O=S(=O)(Nc1nccs1)c1ccc2c(c1)OCCO2 | 5 | -31
COc1ccc(-c2nnn(CCc3nn[nH]n3)n2)cc1 | -12 | nt
CC1CCC(N2CCN(S(C)(=O)=O)CC2)CC1 (stereo unspecified) | -110 | 3
COc1ccccc1Nc1ncnc2nc[nH]c12 | -9 | nt
Cc1ccc2[nH]c3c(c2c1)CCCC3C(N)=O (stereo unspecified) | nt | -5
Cc1onc(-c2ccccc2)c1C(=O)NCC1CCCO1 (stereo unspecified) | -13 | -3
COCCCN1C(=O)C(=O)/C(=C(/O)c2ccc(OCC(C)C)cc2C)C1c1cccnc1 (stereo unspecified) | -2 | 5
COc1ccc(-c2noc(CCC(=O)NCCCN3CCC(C)CC3)n2)cc1 | -8 | 3
Cc1ccc(NC(=O)CS(=O)CC(=O)N(c2ccccc2)C(C)C(=O)NC2CCCC2)cc1 (stereo unspecified) | -58 | 0
COc1ccc(-c2nc(C#N)c(N3CCCCCC3)o2)cc1OC | -10 | -14
Fc1ccc(CCNCc2ccccc2Cl)cc1 | 3 | nt
O=C(COc1ccc(OCc2ccccc2)cc1)NC1CCOC1=O (stereo unspecified) | 10 | -6
COc1ccc(C2N3CC4(C)CN2CC(C)(C3)C4O)cc1 (stereo unspecified) | -14 | -8
O=C(NCc1ccccc1)c1noc2c1CCCCC2 | 14 | 0
Cc1c(C(=O)NCCN2CCOCC2)sc2nc(-c3ccc(F)cc3)cn12 | 0 | -6
COc1ccccc1NC(=O)CC1C(=O)Nc2c1c(=O)n(C)c(=O)n2C (stereo unspecified) | 7 | -8

In the list so far, 5 contain a COOH group:
SMILES | RmlC RmlD mix | RT RNaseH block
COc1cc(C2NC(=S)NC(c3ccccc3)=C2C(C)=O)cc(Cl)c1OCC(=O)O (stereo unspecified) | 6 | nt
CC(C)C(NC(=O)CC12CC3CC(CC(C3)C1)C2)C(=O)O (stereo unspecified) | nt | -3
CC1(C)C2CC[C@]3(C)C(CC=C4[C@@H]5C[C@@](C)(CO)[C@@H](O)C[C@]5(C(=O)O)CC[C@]43C)[C@@]2(C)CC[C@@H]1O (stereo partly specified) | -14 | nt
CCc1c(C(=O)O)[nH]c2ccc(Br)cc12 | -12 | -7
Cc1c(C(=O)O)[nH]c2c1C(=O)CC(c1ccc(Cl)cc1)C2 (stereo unspecified) | -13 | -7

Continuation.
SMILES | RmlC RmlD mix | RT RNaseH block
Cc1ccc(NC2=CC(=O)CCC2)cc1C | 12 | -3
CCCc1nc2oc3c(N4CCNCC4)ncnc3c2c2c1CCCC2 | nt | -16
Cc1nnc(C)n1/N=C/c1ccc(C(C)C)cc1 | 3 | 3
Cc1ccccc1C(=O)Nc1ccc(O)c2c(=O)cc(-c3ccccc3Cl)oc12 | 6 | nt
CN(C)c1ccc(/C=N\NC(=S)SCN2C(=O)C3CCC(C)(C2=O)C3(C)C)cc1 (stereo unspecified) | -16 | nt
COc1ccc(C2C=C(c3ccc(Cl)cc3)Nc3nc(NC(C)=O)nn32)cc1 (stereo unspecified) | nt | 56*
